Pf Dd2 growth – inhibitors of Plasmodium falciparum Dd2 growth | P. falciparum Dd2 growth, SYBR Green, 72 h | Potency, µM (series often up to 28.9 µM), for the others: top-dose activity, negative = inhibition, actives largely listed as inhibitors | 4.3% of 120,000 active | AID 1347417; active means well fitted inhibition curve with a large enough effect; inconclusive means small, poorly fitted or top-dose-only effect; inactive means no such curve, though single readings can be large or run the other way;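 further: plate controls were DMSO vehicle for no effect and reference drug for full effect; nearly all actives have a fitted effect of over 65% in size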
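Infected erythrocytes (Dd2, 0.3% parasitemia, 2.5% hematocrit final) are added to compound in RPMI-1640/Albumax II medium, grown 72 h at 37C in low oxygen, then lysed with saponin/Triton-X containing SYBR Green and read by fluorescence.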
The depositor's hits bear a star; i = inactive; u = inconclusive; [ ] = dose if it differs, or a comment. Potency means the concentration at half of the fitted maximal effect. An excerpt, so the mix of outcomes need not match the whole.

Structure,Pf Dd2 growth
CCn1c(=N)n(CCOc2ccc(Br)cc2)c2ccccc21,5µM*
O=C(c1ccccn1)N1CCN(c2cc(-c3cccs3)[nH]n2)CC1,18%
O=C(NC1CCN(c2cc(-c3ccccc3)[nH]n2)C1)c1ccsc1 (configuration not stated),u
CC1(c2ccccc2)N(Cc2ccccc2F)C(=O)OC12CCN(Cc1ccc(C#N)cc1)CC2 (configuration not stated),-23%
CCN(Cc1nccn1C)C(=O)c1coc(COc2ccc3c(c2)OCO3)n1,-11%
CCCCN(Cc1ccccc1)S(=O)(=O)c1ccc2c(c1)CCN2C(=O)C1CCC1,i
CC(C)CN1C(=O)c2cccn2CC1CNC(=O)c1ccc(F)cc1 (configuration not stated),-10%
O=C(CCc1cn(Cc2ccc(F)cc2)c2ccccc12)NCCc1ccc(Cl)cc1,-13%
Cc1noc(C)c1[S+](=O)([O-])N1CCCC2(CC(c3cccc(C(F)(F)F)c3)=NO2)C1 (configuration not stated),i
Cc1ccc(C(=O)CSc2ncc3c(n2)-c2ccccc2N(Cc2ccc(Cl)cc2)S3(=O)=O)cc1,33%[activator]

Quoted from the listing.
Cc1ccc(C(=O)CSc2ncc3c(n2)-c2ccccc2N(Cc2ccc(Cl)cc2)S3(=O)=O)cc1 – Pf Dd2 growth: 33%[activator]
CCn1c(=N)n(CCOc2ccc(Br)cc2)c2ccccc21 – Pf Dd2 growth: 5µM*
CC1(c2ccccc2)N(Cc2ccccc2F)C(=O)OC12CCN(Cc1ccc(C#N)cc1)CC2 (configuration not stated) – Pf Dd2 growth: -23%
CC(C)CN1C(=O)c2cccn2CC1CNC(=O)c1ccc(F)cc1 (configuration not stated) – Pf Dd2 growth: -10%

The list continues:
Structure,Pf Dd2 growth
Cc1ccc(NC(=O)Cn2c(-c3ccccc3)nc(C)c(CCO)c2=O)c(C)c1,u
O=C(Cn1cnc2onc(-c3ccc(F)cc3)c2c1=O)Nc1cccc(C(F)(F)F)c1,u
O=C(CN1CCN(C2CCCCC2)C(=O)C1=O)Nc1ccc(Cl)cc1,24%
COc1ccc(-c2nc(N3CCOCC3)cc3c2CN(Cc2cnn(C)c2)C3=O)cn1,-25%[44.1 µM]
CC(=O)Oc1c(-c2ccc(NC(=O)c3cccs3)cc2)c(-c2cccc(F)c2)nn1-c1ccccc1,u
Cc1cccc(NC(=O)CN2C(=O)COc3ccc(S(=O)(=O)Nc4ccccc4)cc32)c1C,-29%
Cc1cccc(NC(=O)C2CCN(S(=O)(=O)c3ccc4c(c3)CCCC(=O)N4)CC2)c1,12%
COC(=O)C1=C(C)N=C2SC=C(CC(=O)NC3CC3)N2C1c1ccc(C)cc1C (configuration not stated),i
Cc1ccc(CSc2oc(-c3cccs3)nc2S(=O)(=O)c2ccc(C)cc2)cc1,8%
Cc1ccc(Oc2c(C(F)(F)F)oc3c(CN4CCC(C)CC4)c(O)ccc3c2=O)cc1,1µM*
O=C(O)C1=NOC2CN([S+](=O)([O-])c3ccccc3)CC12 (configuration not stated),1%
Cc1ccc(S(=O)(=O)N2CCn3c(n[nH]c3=O)C2)c(C)c1,-5%
O=C(Nc1ccc(F)cc1)c1ccc2c(c1)OCCN(CCC(F)(F)F)C2,i
CCC(=O)N1CCc2cc(Br)cc(S(=O)(=O)N3CCCC(C(=O)Nc4ccc(OC)c(Cl)c4)C3)c21 (configuration not stated),u
Cc1ccccc1NC(=O)N(C)CC1CCOCC1,-6%
CCOC(=O)c1c(S(=O)(=O)N2CCCC(C(=O)Nc3cc(C)ccn3)C2)c(C)n(C)c1C (configuration not stated),i
O=C(c1ccccc1F)N1CCC2(CC1)N(c1ccccc1)C(=O)CS2(=O)=O,7%
COc1cccc(CN2C[C@@H](CO)[C@H](c3ccccn3)C2)c1,u
Cc1ccc(-c2nc3c(c(SCC(=O)Nc4ccccc4Cl)n2)Cc2c(CO)cnc(C)c2O3)cc1,19%
N#Cc1ccc(CN2CCCCC23Cc2ccccc2CNC3=O)cc1 (configuration not stated),-8%

An excerpt of these results, field by field:
Structure: Cc1ccc(-c2nc3c(c(SCC(=O)Nc4ccccc4Cl)n2)Cc2c(CO)cnc(C)c2O3)cc1
- Pf Dd2 growth: 19%

Structure: N#Cc1ccc(CN2CCCCC23Cc2ccccc2CNC3=O)cc1 (configuration not stated)
- Pf Dd2 growth: -8%

Next structures:
Structure,Pf Dd2 growth
CC(C)(C)C(=O)N1CC[C@@H](CC(=O)O)[C@@H](CCN2CCOCC2)C1,-17%[44.1 µM]
CCN1Cc2nc(OC)c(CNC(=O)c3cc(C4CC4)[nH]n3)cc2C1=O,i
C=CCNC(=O)CCc1c(C)nn(-c2ccc(F)cc2)c1Oc1ccccc1C,i
CS(=O)(=O)N1C[C@H]2CCN(Cc3ccccc3C(F)(F)F)C[C@H]21,i
CCn1c(=O)c2sccc2n2c(CCCC(=O)N3CCN(c4ccc(F)cc4)CC3)nnc12,i
COc1ccc(N2CCN(C(=O)CNS(=O)(=O)c3ccc(Br)s3)CC2)cc1,27%
CC(NC(=O)Cc1ccc(N(Cc2cccc(F)c2)C(=O)c2ccco2)cc1)c1ccccc1 (configuration not stated),u
COc1ccc(C)cc1NC(=O)Cn1cccc1-c1nc(-c2ccc3c(c2)OCO3)no1,i
COc1ccc(OC)c(S(=O)(=O)N2CCCC(CO)CCNC(=O)CC2)c1 (configuration not stated),6%
COc1ccc(NC(=O)c2cc(S(=O)(=O)N3CCCCC3)c[nH]2)cc1Cl,0%

Some of the entries above in another layout:
CC(NC(=O)Cc1ccc(N(Cc2cccc(F)c2)C(=O)c2ccco2)cc1)c1ccccc1 (configuration not stated)
  Pf Dd2 growth: u
COc1ccc(C)cc1NC(=O)Cn1cccc1-c1nc(-c2ccc3c(c2)OCO3)no1
  Pf Dd2 growth: i
COc1ccc(OC)c(S(=O)(=O)N2CCCC(CO)CCNC(=O)CC2)c1 (configuration not stated)
  Pf Dd2 growth: 6%
COc1ccc(NC(=O)c2cc(S(=O)(=O)N3CCCCC3)c[nH]2)cc1Cl
  Pf Dd2 growth: 0%

Next part.
Structure,Pf Dd2 growth
O=C1NCCCN1C1CCN([S+](=O)([O-])c2cccc(C(F)(F)F)c2)CC1,u
O=C([C@@H]1C[C@@H]2C=C[C@H]1C2)N1CCc2c(nc(-c3cccnc3)[nH]c2=O)C1,-27%
COc1ccc(-c2cn3c(C)c(C(=O)Nc4cc(C)cc(C)c4)sc3n2)cc1,-22%
CCCn1c(=NC(=O)c2cc3ccccc3o2)c(C(=O)OCC)cc2c(=O)n3ccccc3nc21,i
Cc1ccc(-c2nc3ccccc3s2)cc1NC(=O)COc1ccccc1,13%
Cc1cc(F)ccc1-c1[nH]nc2ncc(-c3cn[nH]c3)nc12,-20%[44.1 µM]
O=C(NC1CCCCC1)C1CCc2sc(C(=O)N3CCCCC3)cc2C1 (configuration not stated),i
CC(C)CN1C(=O)c2cccn2CC1CNC(=O)C1(c2ccccc2)CC1 (configuration not stated),-12%
COC(=O)c1sccc1S(=O)(=O)N1CCN(c2ccc(C)cc2C)CC1,21%
O[C@H]1CC[C@@H](Cc2cc(-c3ccc(F)cc3)on2)O[C@@H]1CNCc1ccccn1,u
COCCN1C(=O)c2ccccc2C(C(=O)Nc2nc3c(s2)CCC3)C12CCCCC2 (configuration not stated),u
O=C1NC(C(=O)N2CCCCC2)Cn2cccc21 (configuration not stated),26%
CC(C)CC(=O)NCCC1CCN(C(=O)Nc2cc(F)cc(F)c2)CC1,-19%
COc1ccc(-n2ncc3c2ncn2nc(COc4ccc(Cl)cc4)nc32)cc1,14%
CC(=O)Nc1cccc(-c2ccc3ncn(-c4ccc(F)cc4F)c(=O)c3n2)c1,-22%[44.1 µM]
CCOCCCNC(=O)N1CCC(N2CC3CC(C2)[C@H]2CCCC(=O)N2C3)CC1 (some centres not stated),13%
O=C1CC2(CCN(C(=O)C3CCc4ccccc43)CC2)CN1Cc1ccccc1 (configuration not stated),-17%
O=C(Nc1cc2c(cc1C(=O)c1ccccc1Cl)OCCO2)c1ccc(Br)cc1,13%
CCN(C1CCOCC1)C1CN(C(=O)c2ccncc2)C1,1%
Cc1nn(Cc2ccccc2)c(C)c1[C@@H]1C=C[C@@H](NC(=O)c2ccc(F)c(Cl)c2)C1,u
CC(C)CCN1C(=O)CC[C@]2(C(=O)N3CCN(CC(C)C)CC3)CCCC[C@@H]12,u
CCc1nc2c(=O)n(CC(=O)N3CCN(c4cc(C)ccc4C)CC3)nc(C)c2s1,i
Cc1cc(S(=O)(=O)N2CCc3nn(C)c(=O)n3CC2)ccc1Cl,3%
COc1ccc(-c2[nH]nc3ncc(-c4cn[nH]c4)nc23)cc1F,u
O=C(CCc1cc2ccccc2[nH]c1=O)NCCN1CCc2ccccc2C1,3.2µM*
O=C(c1ccco1)N1CCN(c2nc3ccc(Cl)cc3s2)CC1,i
COc1c(Cl)cc(Cl)cc1/C=C(\C#N)c1nc2ccccc2[nH]1,5.6µM*
O=C(NCCC(=O)N1CCn2nc(C(=O)O)cc2C1)c1ccc(F)cc1,-12%
Cc1ccccc1CN1Cc2nc(NCc3cccc(F)c3)ccc2OCC1=O,u
CN1C[C@@H](NC(=O)Nc2cccc(C#N)c2)C[C@H]1c1nc(-c2ccncc2)no1,u
COc1ccc(Nc2cnc3ccc(-c4ccc(OC)nc4)nn23)cn1,u
NC(=O)c1cccc(-c2cc(-c3cccnc3)c3cncn3c2)c1,-4%[44.1 µM]
COCC1CN(C(C)=O)CC12CCN(S(=O)(=O)c1ccc(F)c(C)c1)CC2 (configuration not stated),22%
O=C(c1csc2nc(-c3cccc(C(F)(F)F)c3)cn12)N1CCN2CCCC2C1 (configuration not stated),i
CC(=O)N1CC2(Cc3ccccc31)CN(C(=O)c1cccc(Cl)c1)C2,-9%
O=C(CN1CCCN(Cc2ccccc2F)S1(=O)=O)Nc1ccc(F)c(Cl)c1,94%[activator]
COc1ccc(OC)c(S(=O)(=O)N2CCCC2c2nncn2Cc2ccncc2)c1 (configuration not stated),8%
CNC(=O)CCn1ncc2cc(OCc3ccccc3-c3ccc(F)c(Cl)c3)ccc21,u
COc1ccc(-c2nc(C3CC(=O)N(c4ccc(OC)c(OC)c4)C3)no2)c(C)c1 (configuration not stated),-22%
CCn1ccnc1CN(C)Cc1cccc(OCC(O)CN(C)C2CCCCC2)c1 (configuration not stated),u
Cc1nnc(C)n1-c1ccc(C(=O)Nc2cccc(Br)c2)cc1,-1%
Cc1cccc(C)c1NC(=O)CCSCCc1ccccn1,2%
Cc1ccc2c(=O)cc(C(=O)Nc3ccc(S(=O)(=O)N4CCCC(C)C4)cc3)oc2c1C (configuration not stated),36%[activator]
Cc1nc(C2CC(O)C2)cc(N(C)Cc2ccc3c(c2)OCO3)n1 (configuration not stated),-3%
COc1ccc(/C=C(/C#N)c2nc(-c3ccc(-c4ccccc4)cc3)cs2)cc1OC,i
Cc1ccc(C2Cn3nnc(C(=O)N4CCC(C(=O)NCc5ccccc5F)CC4)c3CO2)cc1 (configuration not stated),-10%
COCc1nc(C2CC(N)C2)cc(N(C)CCN2CCCCC2=O)n1 (configuration not stated),-8%
CCCOC(=O)c1cccc(NC(=O)c2c(-c3ccccc3Cl)noc2C)c1,u
CCN1C(=O)CCN(C(=O)Cc2cccc(F)c2)CC12CCOCC2,5%
COc1ccc(C2c3c(oc4ccc(F)cc4c3=O)C(=O)N2Cc2ccc3c(c2)OCO3)cc1 (configuration not stated),-14%

Additional results follow:
Structure,Pf Dd2 growth
O=C(c1nccc2ccccc12)N1CCN(C(=O)N2CC3CC(C2)[C@H]2CCCC(=O)N2C3)CC1 (some centres not stated),0%
Cc1cc(C)c(NC(=O)CSc2cn(CC(=O)N3CCOCC3)c3ccccc23)c(C)c1,-19%
CCn1ccc(C(=O)N2CCCC3(C2)Nc2cccnc2NC3=NCc2ccccc2)n1 (configuration not stated),i[5.79 µM]
O=C(N[C@@H]1C[C@H](Cn2cc(-c3cccnc3)nn2)[C@@H](O)[C@H]1O)C1CCCC1,-14%
O=C1CO[C@H]2CN(Cc3ccncc3)C[C@H]2N1Cc1ccc(F)cc1,-5%[44.1 µM]
Cc1ccncc1C(=O)N1CCn2c(nnc2[C@@H]2C[C@@H](O)CN2Cc2ccccc2)C1,40%[activator]
CCOC(=O)c1ccc(NC(=O)CCc2c(C)nc3c(-c4ccc(F)cc4)c(C)nn3c2C)cc1,3.5µM*
O[C@]12CCNC[C@H]1CN(Cc1cccc(N3CCOCC3)c1)CC2,-4%
CN(Cc1ccccc1)c1nc2c(S(=O)(=O)c3cccc(Cl)c3)nnn2c2ccsc12,u
CCCC(=O)N1C[C@@H]2CCCN3CCC[C@@H]([C@H]23)[C@H]1CCCC(=O)N1CCOCC1,-10%
O=C(O)c1cn(Cc2ccccc2F)nn1,-18%
CCn1c(C(=O)NCc2ccccc2)cc2sc(Cl)cc21,34%[activator]
Cc1cc(C)n(-c2nc(C)c(C)c(=O)n2CC(=O)Nc2cccc([N+](=O)[O-])c2)n1,18%
CSc1cccc(-n2ccnc2-c2cc3n(n2)CCCNC3)c1,u
CCn1cc(CN2CCC3(CC2)CN(C)CC3COC)cn1 (configuration not stated),-5%
CC1CCc2c(sc(NC(=O)CCCOc3ccc(C(C)(C)C)cc3)c2C(N)=O)C1 (configuration not stated),-14%
COc1nccnc1NC1CCN(C(=O)c2ccc3[nH]ccc3c2)CC1,7%[5.79 µM]
